# Screening results as filed in PubChem BioAssay.
# sdo1 growth – compounds rescuing growth of sdo1-depleted yeast, bone marrow failure model; S. cerevisiae sdo1-depleted JHY4D growth rescue, OD600 30 h; stronger effect = higher value; pdr5 snq2 efflux-pump mutant strain; z-score at 10 µM; 140,000 compounds, 0.21% hits; AID 817;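 active means z-score above 3 at both the 24 hr and the 30 hr optical density reads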;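 further: z-score against mean and SD of all compound wells on the same plate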
# INS promoter inh – TRM-6 insulin promoter activity inhibition; inhibition, % at 2 µM; 130,000 compounds, 0.9% hits; TRM-6 cells (human fetal islet line), insulin promoter-eGFP reporter, imaging; reporter expression induced with tamoxifen;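 active means inhibition above the mean plus 3 SD, with well images judged a real hit on visual review, cut at about 60% in these data, passing the limit was not always enough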
# sdo1 growth Rescue 24 h – also measured in sdo1 growth; calls as there; z-score; S. cerevisiae sdo1-depleted JHY4D growth rescue, OD600; measured here: growth rescue at 24 h;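 0 is the plate mean of compound wells and units are plate SD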
# The depositor's hits bear a star; / = no result given. Some of the compounds tested, so the mix of outcomes need not match the whole.
SMILES,sdo1 growth,sdo1 growth Rescue 24 h,INS promoter inh
Nc1nc2ccc(O)cc2s1,1.2,0.24,-12
Cc1cc(C(=O)NCc2ccc(S(N)(=O)=O)cc2)c(C)o1,0.87,1.2,46
N#Cc1ccc(N2CCc3ccccc3C2)c([N+](=O)[O-])c1,-0.39,-0.01,-42
S=c1[nH]ncn1/N=C/c1ccccc1,0.04,0.31,0
CS(=O)(=O)Nc1ccc2[nH]c(=O)[nH]c2c1,/,/,18
CCCN1CCC(N2CCN(c3cccc(C(F)(F)F)c3)CC2)CC1,-0.19,-0.22,0
CC(NC(=O)c1ccccc1NS(C)(=O)=O)c1ccccc1 (stereo not given),0.37,-0.23,-8
Cc1c(Cl)cccc1NC(=O)c1cccc(NC(=O)CCC(=O)O)c1,0.28,-0.45,-25
COc1ccccc1/C=c1\sc2nc(-c3ccccc3OC)nn2c1=O,-0.8,0.35,/
COc1ccc(C(=O)Nn2cc3c(c2-c2ccccc2)c(=O)n(C)c(=O)n3C)cc1,-0.11,-0.42,17
Cc1cccc(/C(N)=N/OC(=O)CCc2ccccc2)c1,-1.8,-0.53,-13
Cc1cccn2cc(-c3cccc(NC(=O)c4cccs4)c3)nc12,/,/,23

# Molecules above that contain sulfur:
SMILES,sdo1 growth,sdo1 growth Rescue 24 h,INS promoter inh
Nc1nc2ccc(O)cc2s1,1.2,0.24,-12
Cc1cc(C(=O)NCc2ccc(S(N)(=O)=O)cc2)c(C)o1,0.87,1.2,46
S=c1[nH]ncn1/N=C/c1ccccc1,0.04,0.31,0
CS(=O)(=O)Nc1ccc2[nH]c(=O)[nH]c2c1,/,/,18
CC(NC(=O)c1ccccc1NS(C)(=O)=O)c1ccccc1 (stereo not given),0.37,-0.23,-8
COc1ccccc1/C=c1\sc2nc(-c3ccccc3OC)nn2c1=O,-0.8,0.35,/
Cc1cccn2cc(-c3cccc(NC(=O)c4cccs4)c3)nc12,/,/,23

# The list goes on:
SMILES,sdo1 growth,sdo1 growth Rescue 24 h,INS promoter inh
CCCN1CNc2c(c(=O)[nH]c(=S)n2-c2ccccc2Cl)C1,/,/,27
Cc1ccc(NC(=O)COC(=O)CCNS(=O)(=O)c2ccc(C)c(C)c2)cc1,0.04,0.08,-17
Cc1cccc(OCCCC(=O)Nc2ccc(N3CCCCC3)cc2)c1,0.77,1.7,-12
O=C(NNC(=S)Nc1ccc(Cl)cc1Cl)c1ccc(N2CCOCC2)c([N+](=O)[O-])c1,0.4,0.32,-11
N#CCSc1nnc(-c2ccccc2O)n1Cc1ccccc1,0.55,0.65,/
COc1ccc(CS(=O)c2nc(C)cc(C)c2S(C)(=O)=O)cc1 (stereo not given),/,/,-55
CC(C)Nc1ncnc2c1cnn2-c1ccccc1,0.5,0.06,/
CCOC(=O)c1ccccc1NS(=O)(=O)c1ccc(OC)cc1,-0.41,0.23,-12
CCOc1ccc(C(=O)Nc2cccc(C(=O)O)c2C)cc1Cl,-0.09,-0.48,-3
CCOc1ccc(C(=O)c2cc([N+](=O)[O-])ccc2Cl)cc1,-1.3,0.35,12
COc1ccc(C(C)NC(=O)c2ccc(Br)cc2)cc1OC (stereo not given),-0.89,-1,14
CC(=O)c1cccc(NC(=O)CN2C(=O)C3C4C=CC(C4)C3C2=O)c1 (stereo not given),0.94,0.73,13
O=S(=O)(NCCc1ccccc1F)c1cccc(S(=O)(=O)N2CCOCC2)c1,0.81,0.94,/
O=C(O)c1ccc(C(=O)c2ccc3c(c2)C(=O)N(Cc2ccco2)C3=O)cc1,0.07,0.25,-81
O=c1oc(-c2cccc(S(=O)(=O)N3CCOCC3)c2)nc2ccccc12,-0.08,-0.2,-12
COc1ccccc1C/C(N)=N/OC(=O)COc1ccc(C)cc1C,/,/,-4
Cc1cc(NC(=O)CCC(=O)N(c2ccccc2)C(C(=O)NC2CCCC2)c2cccs2)no1 (stereo not given),0.24,0.17,-118
O=[N+]([O-])c1ccc(N/N=C/c2ccccc2)c(F)c1,-0.15,1.6,/
COc1ccccc1-c1nnc(SC(C(=O)c2c[nH]c3ccccc23)c2ccccc2)n1C (stereo not given),0.09,0.12,/
Cc1c(Cl)cccc1NC(=O)CCC(=O)NNC(=O)CCC(=O)O,/,/,25
CC1=C(C)NC(=S)SC1,0.05,-1.1,6
CC1/C(=N/O)CC(c2ccco2)NC1c1ccco1 (stereo not given),0.51,1.9,19
CCn1c(SCC(=O)N2CCN(c3ccccc3)CC2)nnc1-c1cc2cc(Cl)ccc2o1,-0.34,1.4,-8
O=C(Cc1cccs1)NNC(=O)c1ccc(F)cc1,1.2,1.9,-17
Cc1ccc(C(=O)OCC(=O)NCCC2=CCCCC2)cc1N,/,/,-75
CCOC(=O)c1cnc(SCC(=O)c2ccc(C)cc2)nc1N,0.08,1.5,62
CC(C)CN(CC(C)C)S(=O)(=O)N1CCC(C(=O)NCc2ccc(F)cc2)CC1,-0.22,-0.37,54
Cc1ccccc1NS(=O)(=O)c1ccc(C)c(C(N)=O)c1,0.74,0.93,47
COc1ccc(CCn2c(N3CCOCC3)nc3c2c(=O)[nH]c(=O)n3C)cc1,1.5,0.94,-100
CCOc1ccccc1NC(=O)CN(C)S(=O)(=O)c1cnc[nH]1,/,/,-8
Cc1cc(C)c2nc(NNC(=O)c3ccc(S(=O)(=O)N4CCCC(C)C4)cc3)sc2c1 (stereo not given),-1.8,-1,56
O=C(N=C1N=C2C=CC=CN2Cc2ccccc21)c1ccc(S(=O)(=O)N2CCOCC2)cc1,/,/,6
CCc1cccc(CC)c1NC(=O)c1cc(CN2C(=O)c3ccccc3C2=O)ccc1OC,0.52,0.45,22
CCOc1cc(/C=C/C(=O)Nc2ccc(C(=O)NCCN(CC)CC)cc2)ccc1OCC(C)C,/,/,29
Cc1ccc2cccc(OCc3nnc(SCC(=O)O)n3C)c2n1,/,/,-21
O=C(NCCSCc1ccccc1)c1ccccc1,0.94,1.6,-37
O=C(COc1ccccc1)N1CCN(C(=O)c2cccc(F)c2)CC1,0.6,0.28,/
COC(=O)c1cc(NC(=O)C2C3C=CC(C3)C2C(=O)O)cc(C(=O)OC)c1 (stereo not given),-0.09,-0.25,18
CCCN(CCC)C1CC(=O)N(Cc2ccccc2)C1=O (stereo not given),-0.99,-0.96,-181
Cc1[nH]c2ccccc2c1C(O)CN1CCN(c2cccc(C(F)(F)F)c2)CC1 (stereo not given),-1.7,-0.66,/
O=C(CSc1nc2ccccc2c(=O)[nH]1)Nc1ccccc1N1CCOCC1,/,/,-71
Cc1onc(-c2ccccc2)c1C(=O)NCc1ccccn1,0.99,0.94,-29
CNC(=O)c1cccc(N2CCCC2=O)c1,1.3,-0.49,-11
CC(=O)c1cccc(NC(=O)N2CCCC2C(=O)NCCc2ccccc2)c1 (stereo not given),0.35,1.3,82*
Cn1c(=O)c2c(ncn2CC(=O)NCc2cccnc2)n(C)c1=O,-0.1,-0.96,17
COc1ccc(CCNS(=O)(=O)c2ccccc2)cc1OC,0.41,-0.23,-30
CCOc1ccc(S(=O)(=O)Nc2ccc(Cl)cn2)c(C)c1C,-1.6,-0.72,-17
CCCCCCOC(=O)NCC(O)c1ccccc1 (stereo not given),-0.17,-0.68,/
COc1ccccc1NC(=O)c1ccc(COc2ccccc2OC)o1,-1.3,-0.55,-33
CCOC(=O)C(C(=O)NCC1CCCO1)C1CCCCC1 (stereo not given),-0.08,-0.82,-146
O=[N+]([O-])c1cccc(S(=O)(=O)NCC2CCCO2)c1 (stereo not given),0.23,-0.77,30
O=C(Nc1cccc(C(F)(F)F)c1)C(Sc1cccc[n+]1[O-])c1ccccc1 (stereo not given),0.63,0.51,/
O=C1CN(C(=O)COc2ccccc2)CCN1,0.28,0.11,/
O=C(COC(=O)Cc1ccc(Cl)cc1Cl)NCCC1=CCCCC1,-0.3,-0.13,19
CCCc1nc(SCC(=O)Nc2ccccc2)c2c(=O)n(C)c(=O)n(C)c2n1,-1.2,-0.84,/
C=CCC1(C#N)C(SC)=NC2=C(C(=O)CC(C)(C)C2)C1c1ccc(Br)cc1 (stereo not given),-1.2,-1.1,/
COc1ccc(CCNC(=O)CSc2nnc3ccc(-c4cccnc4)nn23)cc1OC,/,/,33
CCc1ccc(NC(=O)CN2CCc3ccccc3C2)cc1,-1.5,-1.6,67
O=C(CN1CCCCC1)N/N=C/c1cc2ccccc2nc1Cl,/,/,44
O=C(NCC1CCCO1)c1ccc2c(=O)n(Cc3ccco3)c(SCC(=O)N3CCCC3)nc2c1 (stereo not given),0.74,0.14,47

# Shown with tabs: entries from further up
Structure	sdo1 growth	sdo1 growth Rescue 24 h	INS promoter inh
CC1/C(=N/O)CC(c2ccco2)NC1c1ccco1 (stereo not given)	0.51	1.9	19
O=C(CSc1nc2ccccc2c(=O)[nH]1)Nc1ccccc1N1CCOCC1	/	/	-71
CS(=O)(=O)Nc1ccc2[nH]c(=O)[nH]c2c1	/	/	18
CC(C)Nc1ncnc2c1cnn2-c1ccccc1	0.5	0.06	/
Cc1cccn2cc(-c3cccc(NC(=O)c4cccs4)c3)nc12	/	/	23
COc1ccc(CCNC(=O)CSc2nnc3ccc(-c4cccnc4)nn23)cc1OC	/	/	33

# The list goes on.
SMILES,sdo1 growth,sdo1 growth Rescue 24 h,INS promoter inh
O=C(N1CCCCC1)C12CC3CC(C1)CC(C(=O)N1CCCCC1)(C3)C2,0.1,0.2,0
O=C(c1ccc2c(c1)C(=O)N(CCCO)C2=O)c1ccc2c(c1)C(=O)N(CCCO)C2=O,0.25,0.32,/
CCCC(C)NC(=O)COc1ccc(S(=O)(=O)c2ccc(OCC(=O)NC(C)CCC)cc2)cc1 (stereo not given),0.26,-0.35,-43
COC(=O)c1nc(NC(=O)c2ccc(Br)cc2)n[nH]1,1.1,0.59,-20
Cc1cc(N/N=C/c2cccc(Br)c2)nc2ccccc12,-0.6,-0.12,-11
CN(C)c1nc(NCc2ccccc2)nc(SCC(=O)Nc2ccccc2Cl)n1,-0.67,-0.26,0
CC(NC(=O)Nc1cccc([N+](=O)[O-])c1)(C(F)(F)F)C(F)(F)F,-0.87,-0.22,/
COc1ccc(C(=O)COC(=O)CNS(=O)(=O)c2ccc(C)cc2)cc1,0.33,-0.43,/
CC(=O)Nc1ccc2c(c1)C(=O)N(c1ccc(C)cc1)C2=O,0.09,0.02,13
N#Cc1ccccc1NC(=O)Nc1cccc(Cl)c1,-0.28,-0.88,21
COc1ccc(CNCCc2ccccc2)cc1OCC(N)=O,0.44,-0.22,-23
O=C(CNC(=O)c1ccccc1F)OCC(=O)N1CCCCC1,0.53,-0.06,/

# Sorted by value in sdo1 growth Rescue 24 h (smallest number first): 3 of the compounds above.
SMILES,sdo1 growth,sdo1 growth Rescue 24 h,INS promoter inh
O=[N+]([O-])c1cccc(S(=O)(=O)NCC2CCCO2)c1 (stereo not given),0.23,-0.77,30
CN(C)c1nc(NCc2ccccc2)nc(SCC(=O)Nc2ccccc2Cl)n1,-0.67,-0.26,0
CC1/C(=N/O)CC(c2ccco2)NC1c1ccco1 (stereo not given),0.51,1.9,19

# Next section
SMILES,sdo1 growth,sdo1 growth Rescue 24 h,INS promoter inh
CCOC(=O)C1=C(C)OC(N)=C(C#N)C1C1CCCCC1 (stereo not given),-0.16,0.06,/
COc1ccc(CCNc2oc(-c3ccc(C)cc3)nc2C#N)cc1OC,-1.8,-0.88,/
CN(CC(=O)NCc1cccs1)S(=O)(=O)c1cccc2cccnc12,0.89,1.2,/
CC1(C)CC(=O)C(C=NCCN2CCN(C(=O)CC3CCCC3)CC2)=C(O)C1,0.85,0.73,43
c1ccc2c(CSc3ncnc4nc[nH]c34)cccc2c1,/,/,56
O=c1n(-c2ccccc2)c(=O)n2n1CCCC2,1.1,0.27,21
COc1ccc(/C=C/C(=O)NNc2c(F)c(F)cc(F)c2F)cc1OC,0.31,0.36,-3
N#CCC(=O)N1CCN(C=O)CC1,/,/,-5
CCCCC(=O)Nc1cccc(NC(=O)CC)c1,0.32,-1.1,20
COc1ccccc1-c1nc2n(n1)C(c1ccc(Cl)cc1)C(C(N)=O)=C(C)N2 (stereo not given),-0.19,-0.15,42
CCOc1ccc(-c2[nH]ncc2Oc2ccccc2OC)c(O)c1,-2,-1.5,/
CCOC(=O)C1C(C)=C(Nc2ccc(OC)cc2)C(=O)N1c1ccc(OC)cc1 (stereo not given),0.06,-0.12,64
Cc1cc(OCC(=O)C(C)(C)C)c2c(C)c(C)c(=O)oc2c1,-1.1,-0.63,-64
COCCNC(=O)C1(C)C=CC2(CCCCC2)N1C(=O)c1ccccc1 (stereo not given),-0.09,-0.17,-100
Cc1cccc(C2c3[nH]c4ccccc4c3CCN2C(=O)c2cc(CC(C)C)[nH]c(=O)n2)n1 (stereo not given),/,/,-14
Cc1occc1C(=O)N/N=C/C(Br)=C/c1ccccc1,/,/,-67
CCN1CCCC1CNCc1ccccc1OCc1ccc(F)cc1 (stereo not given),0.34,0.09,-97
COc1cc(C(=O)NC(=S)N(CCc2ccccc2)CCc2ccccc2)cc(OC)c1OC,0.37,0.69,-209
Cc1cccc(Cn2c(SCC(=O)Nc3ccccc3)nc3c2c(=O)[nH]c(=O)n3C)c1,1.1,1.6,/
O=C(c1ccco1)N1CCN(c2nc3ccccc3c(=O)n2-c2ccccc2)CC1,-0.65,-0.05,/
CSc1ccccc1C(=O)N1CCCCC1,/,/,-19
O=C(Nc1ccccc1F)C1(c2ccccc2)CC1(Cl)Cl (stereo not given),-0.81,-0.86,8
Cc1nc2sccn2c1-c1nc(-c2cc3ccccc3o2)cs1,-1.4,-1.3,6
CCNc1ccc(C(=O)OCC(=O)NCc2ccc(C)cc2)cc1[N+](=O)[O-],-0.14,0.96,/
Cn1c(SCC(=O)NC2CC2)nnc1C(F)(F)F,1.6,2,/
CC(=O)N1CCN(C(=O)Nc2cccc(C(F)(F)F)c2)CC1,1.2,1.6,17
